Screens as filed in PubChem.
PLAP inhibition = inhibition of human placental alkaline phosphatase – biochemical, luminescence, HTS (AID 690). actives 0.08% (n = 96,000). purified PLAP, luminescent substrate; higher % means a stronger effect. inhibition, % at 20 µM; hits with a dose series show IC50 in µM; in the data active = a potency from the dose series; inactive = the rest, 99 in 100 with inhibition below about 30%; note: strong numbers were not always called active
Bcl-B displacement = displacers of TR3 peptide from Bcl-B, primary screen, selectivity assay for Bfl-1 inhibitor project, biochemical, fluorescence polarization; one-dose displacement, % at 20 µM; IC50 in µM for titrated hits; AID 748; FP displacement of FITC-TR3 peptide from Bcl-B; higher % means a stronger effect; actives 0.11% (n = 96,000);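 active = displacement above 50% at 20 µM plus a fluorescence interference ratio under 1.5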;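 note: plate controls were wells without compound for no effect and wells lacking Bcl-B protein for full effect; a part of the inactive calls stands beside numbers as strong as those of hits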
NFkB transloc pot = enhances IL-1B driven NFkB nuclear translocation | HUVEC IL-1B NFkB p65 nuclear translocation imaging | activation, % at 2 µM | actives 0.3% (n = 94,000) | AID 819;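 active = activation above 40%, about the mean plus 3 SD, also judged a hit on visual image review; inconclusive = activation above 40% but not a hit on visual review; inactive = activation not above 40% and no visual hit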;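 note: percent activation is computed from the nuclear over cytoplasmic p65 intensity ratio; values of inactives mirror those of a sister screen read the other way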
NFkB transloc inh = blocks IL-1B driven NFkB nuclear translocation in HUVEC cells; actives 0.43% (n = 94,000); inhibition, % at 2 µM; HUVEC IL-1B NFkB p65 nuclear translocation imaging;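 active = inhibition above about 30% together with a positive call from visual inspection of the well image, limit read from the data; inconclusive = inhibition above a set limit but visual check negative; inactive = inhibition not above a set limit, visual check negative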;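 note: nuclear over cytoplasmic p65 intensity ratio measured by imaging; 0% = IL-1B stimulated DMSO wells and 100% = unstimulated DMSO wells; values of inactives mirror those of a sister screen read the other way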
MRP resist rev = compounds reversing MRP-mediated drug resistance; H69AR cells + 2 uM doxorubicin, CellTiter-Glo, 72 h; differential viability (reversal), % at 10 µM; actives 0.04% (n = 85,000); AID 602;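 active = viability drop by adding the cancer drug above about 55%, with treated viability meeting a 40% cutoff, limit read from the data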;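 note: viability without doxorubicin minus viability with 2 µM doxorubicin for each compound; larger differential means the compound sensitizes cells more to doxorubicin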
MRP resist rev cytotoxicity = recorded beside MRP resist rev, whose call it bears; viability, %; H69AR cells, CellTiter-Glo, 72 h; measured here: cytotoxicity without doxorubicin
MRP resist rev with doxorubicin = second read-out of MRP resist rev, no call of its own (marks repeat the call); viability, %; measured here: viability with 2 uM doxorubicin; hits give low values
NFkB transloc inh cell count 2 µM = further read-out of NFkB transloc inh, marked with its call; cell count; measured here: cells passing quality filter;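 raw number of nuclei counted in each imaged well without normalization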
NFkB transloc pot cell count 2 µM = second read-out of NFkB transloc pot, no call of its own (marks repeat the call); cell count; measured here: cells passing quality filter
* hit, by the source's call; ? = inconclusive; nt = no result given. Some of the compounds tested, so the mix of outcomes need not match the whole.

SMILES	PLAP inhibition	Bcl-B displacement	NFkB transloc pot	NFkB transloc pot cell count 2 µM	NFkB transloc inh	NFkB transloc inh cell count 2 µM	MRP resist rev	MRP resist rev cytotoxicity	MRP resist rev with doxorubicin
COC(=O)c1ccccc1NC(=O)CSc1nnc(-c2cccc(NC(C)=O)c2)n1C	-32%	-7%	27	185	-27	185	8	92	84
CCCCSCCCNC(=O)Nc1cccc(OC)c1	16%	-8%	3	75	-3	75	17	90	73
CC1(C)CC(=O)C=C(N2CCNCC2)C1	24%	8%	8	195	-8	195	9	99	90
CCOC(=O)c1cnc(C(C)(C)C)[nH]c1=O	nt	nt	4	81	-4	81	6	98	92
O=C(N/N=C1\CCCc2ccccc21)c1ccc([N+](=O)[O-])cc1Cl	-2%	-9%	4	141	-4	141	11	76	65
Cc1nc2ccc(S(=O)(=O)NCC(=O)N3CCC(C)CC3)cc2s1	7%	-2%	5	127	-5	127	21	111	91
COc1cccc(C(c2sc3ncnn3c2O)N2CCc3ccccc3C2)c1 (centres undefined)	nt	nt	-5	177	4	177	3	93	90
COc1ccc(C(=N/O)/C(=N/O)c2ccc(OC)cc2)cc1	-8%	-13%	27	91	-27	91	-2	103	106
COc1cccc(CNC(=O)C2CCCN(S(C)(=O)=O)C2)c1 (centres undefined)	3%	-8%	nt	nt	nt	nt	0	94	93
CN(C)c1ccc(C2CC(=O)NC3=C2C(=O)CC(C)(C)C3)cc1 (centres undefined)	-7%	3%	4	107	-4	107	-5	103	109
O=c1c2ccccc2c(-c2ccccc2)nn1Cc1c(Cl)cccc1Cl	9%	0%	-3	97	3	97	nt	nt	nt
CC(C)C(=O)Nc1ncc2c(n1)CC(c1cccs1)CC2=O (centres undefined)	nt	nt	4	124	-4	124	-13	74	87
Nc1nc(C(=O)N2CCOCC2)nn1S(=O)(=O)c1ccc(Cl)cc1	6%	4%	3	9	-3	9	4	102	97
Cc1ccc(C)n1-c1sc2c(c1C#N)CCC(C)C2 (centres undefined)	-6%	16%	14	184	-14	184	nt	nt	nt
CCSc1nsc(SCC)c1C(N)=O	6%	5%	13	151	-13	151	2	95	93

Reformatted: two of the compounds above.
| SMILES | PLAP inhibition | Bcl-B displacement | NFkB transloc pot | NFkB transloc pot cell count 2 µM | NFkB transloc inh | NFkB transloc inh cell count 2 µM | MRP resist rev | MRP resist rev cytotoxicity | MRP resist rev with doxorubicin |
| --- | --- | --- | --- | --- | --- | --- | --- | --- | --- |
| COC(=O)c1ccccc1NC(=O)CSc1nnc(-c2cccc(NC(C)=O)c2)n1C | -32% | -7% | 27 | 185 | -27 | 185 | 8 | 92 | 84 |
| CCCCSCCCNC(=O)Nc1cccc(OC)c1 | 16% | -8% | 3 | 75 | -3 | 75 | 17 | 90 | 73 |

Looked up by compound from above:
SMILES	PLAP inhibition	Bcl-B displacement	NFkB transloc pot	NFkB transloc pot cell count 2 µM	NFkB transloc inh	NFkB transloc inh cell count 2 µM	MRP resist rev	MRP resist rev cytotoxicity	MRP resist rev with doxorubicin
O=C(N/N=C1\CCCc2ccccc21)c1ccc([N+](=O)[O-])cc1Cl	-2%	-9%	4	141	-4	141	11	76	65
O=c1c2ccccc2c(-c2ccccc2)nn1Cc1c(Cl)cccc1Cl	9%	0%	-3	97	3	97	nt	nt	nt
CC(C)C(=O)Nc1ncc2c(n1)CC(c1cccs1)CC2=O (centres undefined)	nt	nt	4	124	-4	124	-13	74	87
CN(C)c1ccc(C2CC(=O)NC3=C2C(=O)CC(C)(C)C3)cc1 (centres undefined)	-7%	3%	4	107	-4	107	-5	103	109

Carrying on.
SMILES	PLAP inhibition	Bcl-B displacement	NFkB transloc pot	NFkB transloc pot cell count 2 µM	NFkB transloc inh	NFkB transloc inh cell count 2 µM	MRP resist rev	MRP resist rev cytotoxicity	MRP resist rev with doxorubicin
CCCc1cc(=O)oc2cc(C)c3c(C)coc3c12	21%	-2%	35	135	-35	135	-10	75	86
CCOc1ccc(NC(=O)CSc2nnc(COc3c(C)cccc3C)o2)cc1	17%	5%	-2	67	2	67	19	97	78
COc1cc(O)c(C(C)=O)cc1OC	nt	nt	0	162	0	162	5	96	91
CCn1c(SCC(=O)Nc2nccs2)nnc1-c1ccc(S(=O)(=O)N2CCCCCC2)cc1	-41%	-4%	2	165	-2	165	nt	nt	nt
CSc1ccccc1NC(=O)c1cccnc1	-5%	2%	4	108	-4	108	6	99	93
O=C(NCC1CCCO1)c1ccc(S(=O)(=O)N2CCCCC2)cc1 (centres undefined)	12%	-6%	10	128	-10	128	14	97	83
COc1ccc(-c2cc(C(F)(F)F)nc(SCC(=O)Nc3cc(C)on3)n2)cc1OC	-1%	-18%	-8	105	8	105	8	87	80
c1ccc2cc(OCc3nc4ccccc4[nH]3)ccc2c1	nt	nt	2	139	-2	139	13	93	81
CCOC(=O)C1CCN(C(=O)c2ccc(Cl)c(S(=O)(=O)N3CCOCC3)c2)CC1	-72%	-6%	-2	173	2	173	-1	77	78
Cc1oc2ccc(OCc3ccc(F)cc3)cc2c1C(=O)O	-11%	-4%	4	152	-4	152	15	102	87
Oc1cccc(C=NCc2ccccc2)c1O	12%	3%	nt	nt	nt	nt	nt	nt	nt
COc1ccc(NC2=NCC(=O)N2c2ccccc2F)cc1	-20%	2%	0	185	0	185	-3	94	97
CC(C)OC(=O)/C(=C\c1ccc2c(c1)c1ccccc1n2C)NC(=O)c1ccccc1	-22%	7%	-3	127	3	127	nt	nt	nt
COc1cccc(C2/C(=C(\O)c3ccc4c(c3)OCCO4)C(=O)C(=O)N2CCCN(C)C)c1OC (centres undefined)	nt	nt	5	165	-5	165	0	100	100
Cc1cc(C)c(S(=O)(=O)c2ccccc2C)c(Cl)n1	5%	-2%	16	138	-16	138	nt	nt	nt
CC1(C)CC(=O)C=C(N2CCN(C3=CC(=O)CC(C)(C)C3)CC2)C1	6%	-2%	nt	nt	nt	nt	-2	85	87
Cc1cc(=O)oc2ccc(OCC(=O)O)cc12	-8%	4%	4	152	-4	152	-7	97	105
N#C/C=C1\n2c(nc3ccccc32)OC12CCCCC2	32%	-3%	3	37	-3	37	12	94	82
COc1ccc(C(=O)O/N=C(\C)c2ccccc2)cc1	2%	-5%	-2	155	2	155	nt	nt	nt
O=S(=O)(c1ccccc1)c1ccc(NCc2ccco2)cc1	17%	-14%	nt	nt	nt	nt	-4	78	83
CC1(C)Cc2nc3nc(SCC(=O)NCCc4ccccc4)n(-c4ccccc4)c(=O)c3cc2CO1	-14%	-16%	9	146	-9	146	-11	63	73
COc1cccc2cc(C(=O)N3CCN(C/C=C/c4ccccc4)CC3)c(=O)oc12	-64%	1%	2	116	-2	116	-2	77	80
O=C1C2C3C=CC(C3)C2C(=O)N1CC1CCCO1 (centres undefined)	10%	-13%	-7	124	7	124	9	97	88
CCOC(=O)CN1C(=O)C(O)(CC(=O)c2ccco2)c2ccccc21 (centres undefined)	0%	12%	-3	84	3	84	-22	26	48
CCOC(=O)N1CCN(c2c(NCCc3ccc(OCC)c(OCC)c3)c(=O)c2=O)CC1	-13%	1%	7	117	-7	117	1	80	79
Cc1cccc(NC(=O)CSc2nc3ccc(NC(=O)CSc4nnnn4-c4ccccc4)cc3s2)c1C	8%	-28%	5	109	-5	109	nt	nt	nt
COc1ccccc1Nc1nc2ccccc2[nH]1	-8%	11%	20	144	-20	144	-12	81	93
COCCn1c(SCC(=O)c2ccccc2)nc2c(c1=O)SC(C)C2 (centres undefined)	-58%	3%	7	90	-7	90	11	78	66
CC1CCCC(n2c(=S)[nH]c3ccccc3c2=O)C1C (centres undefined)	-22%	1%	-2	106	2	106	-25	22	47
CNc1nc(SCc2ccccc2)nc(N2CCOCC2)n1	18%	-3%	24	142	-24	142	1	94	93
O=P(c1cccs1)(c1cccs1)c1cccs1	-3%	12%	5	120	-5	120	-12	98	111
COc1ccc(S(=O)(=O)C(C#N)c2nc3ccccc3nc2N2CCCCC2)cc1 (centres undefined)	-23%	32%	-1	156	1	156	10	98	88
COc1ccc(C2C(C(C)=O)=C(Nc3ccccc3)CC(C)(O)C2C(C)=O)cc1OC (centres undefined)	nt	nt	13	118	-14	118	16	99	83
CNC(=O)COC(=O)c1[nH]c(C)c(C(C)=O)c1C	-4%	-9%	-9	144	9	144	-6	92	98
O=C(CC(c1ccccc1)c1ccccc1O)NCc1ccco1 (centres undefined)	-6%	4%	-3	118	3	118	nt	nt	nt
Cc1ccc(S(=O)(=O)NCC(=O)N(CC(=O)NCC2CCCO2)C2CCCC2)cc1 (centres undefined)	-48%	-7%	5	150	-5	150	nt	nt	nt
O=C(CN1C(=O)CCS(=O)(=O)c2ccccc21)NCc1ccccc1	nt	nt	6	167	-6	167	-13	82	94
O=C(c1cc(-c2ccccn2)nc2ccc(Br)cc12)N1CCc2ccccc2C1	-37%	4%	21	107	-21	107	nt	nt	nt
Cc1cc2c(c(=O)n1CCN(C)C)C(c1ccccc1Br)C(C#N)=C(N)O2 (centres undefined)	-7%	-10%	3	75	-3	75	2	96	94
CCOC(=O)C1CCCN(C(=O)CNS(=O)(=O)c2ccc(Br)s2)C1 (centres undefined)	nt	nt	-1	172	1	172	12	92	80
Cc1cc2nc(-c3ccco3)cc(C(F)(F)F)n2n1	2%	18%	11	43	-11	43	5	92	87
CCn1c2ccccc2c2cc(NC(=O)COC(=O)C3CCC(=O)N3)ccc21 (centres undefined)	22%	11%	nt	nt	nt	nt	-9	98	107
CCSc1nc2c(c(=O)[nH]c(=O)n2C)n1Cc1ccc(Cl)cc1	4%	14%	9	165	-9	165	13	93	80
N=C1/C(=C/c2cccs2)C(=O)N=C2SN=C(SCc3ccccc3)N12	-12%	-5%	13	137	-13	137	nt	nt	nt
O=C(CN1CCN(C(=O)c2ccco2)CC1)Nc1ccccc1-c1ccccc1	-43%	-11%	?	nt	-46	131	-18	60	77
COc1ccc(Nc2ncnc3c2cnn3Cc2ccccc2)cc1OC	-15%	14%	-11	163	11	163	-1	83	84
COC(=O)COc1ccc(S(=O)(=O)Nc2ccc(C(N)=O)cc2)cc1Cl	-4%	-4%	19	132	-19	132	-23	80	103
Cc1nnc(Nc2ccc(C(=O)N3CCOCC3)cc2)c2ccccc12	-4%	4%	11	128	-11	128	-7	73	79
CC1(C)CC(=O)c2sc(NC(=O)c3ccco3)nc2C1	12%	-14%	21	158	-21	158	21	98	76
O=C(Nc1ccc2c(c1)C(=O)N(CC1CCCO1)C2=O)c1cccc(Br)c1 (centres undefined)	8%	-4%	8	169	-8	169	8	80	71
Cc1ccc(S(=O)(=O)N2CCCN(S(=O)(=O)c3ccc4c(c3)OCCO4)CC2)cc1	-29%	-26%	10	114	-10	114	-18	32	50
COc1ccccc1S(=O)(=O)Cc1ccc(C(=O)N2CCN(c3ccc(C)cc3)C(C)C2)o1 (centres undefined)	-40%	3%	nt	nt	nt	nt	nt	nt	nt
Cc1ccccc1N1C(=O)C(Cl)=C(N2CCCCCC2)C1=O	2%	-8%	-12	201	12	201	22	92	70
O=C(CN1C(=O)CC(c2ccco2)Sc2ccccc21)NCC1CCCO1 (centres undefined)	-17%	-7%	15	119	-15	119	-10	92	101
CCCc1nnc(SCC(=O)N2CCOCC2)n1Cc1ccco1	13%	-8%	-1	151	1	151	3	92	89
C=CCn1c(SCC(=O)Nc2ccc3c(c2)OCO3)nnc1-c1ccccc1OC	-54%	0%	1	83	0	83	9	91	82
Cc1ccc(C(=O)OCC(=O)Nc2cc(F)ccc2F)cc1NC(=O)c1ccco1	3%	5%	3	209	-3	209	nt	nt	nt
O=C(NC1CCCCC1)c1ccc(CN2CCOCC2)cc1	-11%	-9%	12	152	-12	152	3	86	83
O=C(Nc1ccccc1Cl)c1ccccc1Cl	-9%	-3%	31	61	-31	61	21	99	77
COC(=O)c1cc(Cl)c(N)cc1OC	17%	13%	nt	nt	nt	nt	5	103	98
Cc1ccc(/C(N)=N/OC(=O)c2cc(-c3ccccc3)nc3ccccc23)cc1	4%	-7%	-2	125	2	125	nt	nt	nt
CCOC(=O)c1ccc2c(c1)N(CC(=O)N1CCCC1)C(=O)C(C)(C)O2	-39%	-19%	13	182	-13	182	-16	81	97
COCCNS(=O)(=O)c1ccc(-c2ccc(S(=O)(=O)NCCOC)cc2)cc1	nt	-1%	2	122	-2	122	13	110	96
